AMA1 RON2 block: inhibitors of Plasmodium falciparum AMA1-RON2 interaction; AID 720542; Potency, µM (titrated, usually from 58.2 µM), for inactives: at the top dose activity change, negative = inhibition, hits mostly inhibitors; 360,000 compounds, 0.2% hits; AlphaScreen AMA1-biotinylated RON2 peptide binding;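 further: potency means the concentration at half of the fitted maximal effect; 0% = vehicle wells and -100% = peptide control; nearly all actives have a fitted effect of over 45% in size; some results filed as inactive show a strong effect at the top dose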
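AMA1 (3D7) with his tag at 25 nM final met compounds first, then biotinylated RON2 peptide at 25 nM; detection used donor plus acceptor beads, 10 µg/mL apiece, read by AlphaScreen after 30 min at room temperature.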
TbPYK inhibitor: inhibitors of Trypanosoma brucei pyruvate kinase; Potency, µM (series often up to 76.8 µM), for the others: at the highest dose activity, negative = inhibition, actives largely listed as inhibitors; 410,000 compounds, 0.12% hits; TbPYK enzyme, Kinase-Glo Plus ATP luminescence, 45 min; AID 624173; Q57TT1; further: potency means the concentration at half of the fitted maximal effect; nearly all actives have a fitted effect of over 50% in size
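Readout: single end-point luminescence (Kinase-Glo Plus, 10 min). Reaction conditions were TbPYK/substrate plus 130 uM ADP, 45 min at RT, pH 7.2 TEA buffer. No-enzyme wells served as controls, and data were normalized before concentration-response fitting.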
LmPK inhibitor: blocks Leishmania mexicana pyruvate kinase activity; Q27686; purified LmPK, Kinase-Glo ATP luminescence, 1 h; Potency, µM (highest dose often 57.5 µM), for inactives: at the top dose activity change, negative = inhibition, actives largely listed as inhibitors; 290,000 compounds, 0.37% hits; further: potency means the concentration at half of the fitted maximal effect
Target sequence (Q27686 whole entry, looked up): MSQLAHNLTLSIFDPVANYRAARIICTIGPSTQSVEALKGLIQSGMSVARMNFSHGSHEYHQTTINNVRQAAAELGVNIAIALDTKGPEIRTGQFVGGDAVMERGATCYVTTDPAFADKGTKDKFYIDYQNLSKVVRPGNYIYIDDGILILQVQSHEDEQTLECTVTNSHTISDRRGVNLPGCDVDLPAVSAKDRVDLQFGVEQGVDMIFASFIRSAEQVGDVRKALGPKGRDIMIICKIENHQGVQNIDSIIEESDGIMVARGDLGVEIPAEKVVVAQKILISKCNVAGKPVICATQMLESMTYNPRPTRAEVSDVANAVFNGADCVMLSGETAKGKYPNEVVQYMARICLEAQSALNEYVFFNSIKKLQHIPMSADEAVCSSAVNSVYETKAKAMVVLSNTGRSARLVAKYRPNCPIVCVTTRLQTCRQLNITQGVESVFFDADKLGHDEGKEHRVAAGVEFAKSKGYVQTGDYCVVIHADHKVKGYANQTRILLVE
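In 50 mM imidazole pH 7.2 with 7 mM MgCl2, LmPK (0.1 nM) turned over PEP (0.5 mM) and ADP (0.1 mM) for 1 h at room temperature. Luciferase read-out of ATP.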
HCMV antiviral: blocks human cytomegalovirus replication | HFF cells, HCMV-luciferase reporter, 72 h; active compounds read low | activity change, negative = inhibition, % at 57.5 µM | 410,000 compounds, 4.5% hits | AID 1259415; in the data active means activity change below about -60%; inconclusive means no clear call, values can overlap the other calls; inactive means above about -39%
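Inhibition of viral replication was scored as loss of reporter luminescence in HFFs infected with HCMV-luciferase (MOI 1 PFU/cell) for 72 h; compounds tested at 2 doses, normalized to buffer and Salinomycin controls.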
Sm TGR inh: S. mansoni TGR enzyme inhibition; Q962Y6; purified TGR, DTNB reduction, TNB absorbance 405 nm; Potency, µM (highest dose often 114 µM), without a hit: at the highest dose activity change, negative = inhibition, actives largely listed as inhibitors; 360,000 compounds, 3% hits; further: potency means the concentration at half of the fitted maximal effect; nearly all actives have a fitted effect of over 60% in size
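First, TGR (20 nM dispensed) and NADPH were mixed with compound. Second, a 15 min room-temperature incubation followed. Third, further NADPH and then DTNB were added to start the reaction. Finally, TNB absorbance was monitored kinetically.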
AmpC inh no detg: blocks E. coli AmpC beta-lactamase in detergent-free assay. P00811. AmpC nitrocefin hydrolysis, absorbance 480 nm, 0.0001% Triton. Potency, µM (titrated, usually from 57.1 µM), for inactives: top-dose activity change, negative = inhibition, actives largely listed as inhibitors. 330,000 compounds, 0.52% hits. AID 485341;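 further: potency means the concentration at half of the fitted maximal effect; plate controls were no compound for no effect and no enzyme for full effect; nearly all actives have a fitted effect of over 20% in size; some results filed as inactive show a strong effect at the top dose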
Target sequence (P00811 whole entry, looked up): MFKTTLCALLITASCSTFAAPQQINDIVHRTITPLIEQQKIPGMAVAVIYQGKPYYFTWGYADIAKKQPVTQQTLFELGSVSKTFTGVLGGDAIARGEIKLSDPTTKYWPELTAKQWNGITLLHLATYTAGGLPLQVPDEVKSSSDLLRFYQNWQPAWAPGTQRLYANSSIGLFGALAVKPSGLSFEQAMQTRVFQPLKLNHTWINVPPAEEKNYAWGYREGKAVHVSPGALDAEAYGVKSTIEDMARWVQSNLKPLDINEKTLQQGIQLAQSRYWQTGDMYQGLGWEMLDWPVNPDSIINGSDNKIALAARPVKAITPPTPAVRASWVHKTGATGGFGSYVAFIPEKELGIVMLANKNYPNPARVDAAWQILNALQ
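20 mM phosphate pH 7.0 + 0.01% (detergent screen) or 0.0001% Triton X-100; 5.3 nM AmpC reagent; cpd preinc 15 min RT; nitrocefin (800 uM stock) to start; A480 q20 s × 4 min; Activity was normalised to no-enzyme and no-compound control wells.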
AmpC inh detg: inhibitors of E. coli AmpC beta-lactamase with detergent. 370,000 compounds, 0.041% hits. AmpC hydrolysis of nitrocefin, absorbance 480 nm, 0.01% Triton. Potency, µM (highest dose often 114 µM), without a hit: at the top dose activity change, negative = inhibition, most hits filed as inhibitors. AID 485294;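 further: potency means the concentration at half of the fitted maximal effect; 0% = no-compound wells and -100% = no-enzyme wells; nearly all actives have a fitted effect of over 25% in size; some results filed as inactive show a strong effect at the top dose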
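AmpC (5.3 nM in the dispensed reagent) in 20 mM phosphate pH 7.0 with 0.01% (detergent screen) or 0.0001% Triton X-100 was preincubated with compounds for 15 min at room temperature. Nitrocefin was then added from an 800 uM solution, and hydrolysis was followed at 480 nm.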
Starred values were filed as active, the others as inactive; ? = inconclusive; . = not tested or not shown; & = joins results of further samples; ! = repeats disagree; [ ] = another dose, or the depositor's remark. Unless noted, the call rests on the fitted dose curve; in most records, active means well fitted curve in the direction sought with a large enough effect; inconclusive means small, poorly fitted or top-dose-only effect, or another doubt; inactive means no such curve, though single readings can be large; an effect the other way counts as inactive or inconclusive. Unless noted, on the % scale 0 is the no-effect control and ±100 the full control effect.

SMILES | AMA1 RON2 block | TbPYK inhibitor | LmPK inhibitor | HCMV antiviral | Sm TGR inh | AmpC inh no detg | AmpC inh detg
C=CC(C)(O)CCC=C(C)C (stereo not drawn) | -3% | 3% | . | -11 | -11% | -13% | ?
O=c1c2ccccc2c(C=Nc2cccc(O)c2)c(O)n1-c1ccc2c(c1)OCO2 | -1% | 0% | 4% | -86* | 4% | -37% | 2%
Cc1cc(-c2ccc(F)cc2)n2ncc(-c3ccccc3)c2n1 | 13% | -3% | . | -40 | . | . | .
O=C(CCCl)N1c2ccccc2C=Cc2ccccc21 | 6% | -1% | . | -71* | . | . | .
C=CCn1c(-c2oc3nc(-c4ccccc4)cc(-c4ccccc4)c3c2N)n[nH]c1=S | 60%[activator] | -5% | 2% | -38 | 7% | -38% | 9%
CC(Sc1nc2ccc(C(=O)c3ccccc3)cc2[nH]1)C(=O)O (stereo not drawn) | -4% | 6% | -3% | -31 | -10% | -19% | -1%
COC1CCN(C(=O)c2ccc(OC3CCN(Cc4ccccn4)CC3)cc2)CC1 | 52%[activator] | -2% | 6% | -1 | -6% | 37% | 5%
O=c1c([N+](=O)[O-])cc(C(F)(F)F)cn1Cc1cccc(Cl)c1 | -3% | -2% | 5% | 23 | ? | -8% | ?
O=C1NC(=S)N/C1=C/c1ccc2ccccc2c1 | 3% | -5% | 0% | 1 | 4% | -5% | -3%
CCSC1=NSC2=NC(=O)/C(=C\c3coc4ccccc4c3=O)C(=N)N12 | 33%[activator] | -7% | -1% | 52 | -8% | -51% | -20%
c1csc(-c2nc(NCCCN3CCOCC3)c3ccccc3n2)c1 | -15% | -3% | 2% | -38 | 5% | -4% | -10%
NC(=O)c1nsc(C(=O)N(Cc2ccc(F)cc2)C(C(=O)NCC2CCCO2)c2ccc(F)cc2)c1N (stereo not drawn) | -11% | -11% | 2% | -2 | -17% | 138%[activator] | -5%
COC(C(=O)N1CCC(n2nccc2NC(=O)C2CC2)CC1)c1ccccc1 (stereo not drawn) | -5% | 3% | 4% | 83 | -2% | -4% | 2%
O=C(Nc1ccccc1)c1ccccc1C(=O)N1CCCCC1 | 0% | 7% | 0% | 28 | 0% | -13% | 4%
Cc1ccc(C(=O)Nc2ccc3oc(-c4ccncc4)nc3c2)c(Cl)c1 | . | 1% | . | ? | 6% | . | 7%
CCCCn1nnnc1SCC(=O)N1CCN(C(=O)c2ccco2)CC1 | -4% | -14% | 5% | ? | -9% | -12% | -10%
CCOc1ccc(C2OC34CCCCC3C(C#N)(C#N)C2(C#N)C(=N)O4)cc1OC (stereo not drawn) | 8% | -4% | 12% | . | 50µM* | -32% | -2%
Cc1cc2ccccc2c(=O)n1CC(=O)NCC(=O)N1CCC2(CC1)OCCO2 | -4% | 1% | 2% | 3 | 0% | -3% | -6%
CC(=O)Nc1ccc(N2C(=O)CC(N3CCN(Cc4ccc5c(c4)OCO5)CC3)C2=O)cc1 (stereo not drawn) | 0% | -13% | 5% | 1 | -18% | -17% | 1%
COCCCN1C(=O)C(CC(=O)NC2CCCCC2)CC(C(=O)N(C)C)=C1C (stereo not drawn) | 1% | 1% | . | -5 | . | . | .
NC(=S)NN=C1CCCCCCCCCC1 | 19% | -5% | . | -39 | . | . | .
CCc1ccccc1NC(=O)NCc1cccnc1 | -6% | 1% | -4% | 16 | -4% | -6% | 3%
CCN1CCN(CCC(=O)Nc2ccc(C)cc2)CC1 | 8% | 6% | 0% | 23 | 0% | -12% | -13%
N#CCCn1cc(C(=O)O)c(-c2cc3ccccc3o2)n1 | 1% | 1% | 3% | -2 | 4% | -22% | -4%
COc1ccc(N=C2SCC(c3ccccc3)=NN2C)cc1 | -15% | -2% | 1% | -14 | 10% | -16% | 0%
Cc1ccc(-c2nnc(Nc3cccc(O)c3)c3ccccc23)cc1S(=O)(=O)NCC1CCCO1 (stereo not drawn) | . | -1% | . | ? | -2% | . | 2%
Cc1ccc(-c2nc3c(c(SCC(=O)N4CCCC4)n2)COC(C)(C)C3)cc1 | -2% | -6% | . | -2 | . | . | .
Cc1ccc(S(=O)(=O)N2CCC(=O)N([C@H](COCc3ccc(Cl)cc3)Cc3ccccc3)CC2)cc1 | 0% | -1% | . | 6 | . | . | .
CCCCCCn1c(=O)[nH]c2c(c1=O)CCC2 | -14% | 6% | 0% | 19 | -3% | -21% | 4%
CC1=C(C#N)C2C(/C1=N/O)C2(C)C (stereo not drawn) | 4% | -3% | 0% | 3 | 87%[activator] | -14% | -1%
O=C(NCC#CCOCc1ccccc1)c1ccccc1 | 26% | 4% | -2% | -5 | 7.1µM* | -27% | -3%
CCC12OC(=N)C(C#N)(C1C)C(C#N)(C#N)C(c1ccccc1)O2 (stereo not drawn) | 17% | -11% | 0% | -27 | ? | -14% | -2%
COc1ccc(/C(N)=N/OC(=O)Cc2cccs2)cc1OC | 7% | 1% | 3% | 3 | -6% | -17% | -1%
CS(=O)(=O)Cc1ccc(C(=O)NC2CCN(Cc3ccccc3)C2)cc1 (stereo not drawn) | 2% | 1% | 2% | 8 | -1% | -12% | -15%
Cc1oc(-c2ccccc2F)nc1CS(=O)(=O)CC(=O)N1CCN(c2cccc(C(F)(F)F)c2)CC1 | . | -3% | . | -24 | -8% | . | -3%
CCC(=O)Oc1ccc(-c2nc(-c3cccnc3)no2)cc1 | -8% | -20% | 7.9µM* | 37 | 1% | 10% | -8%
COc1cccc(OC)c1OCCOCCN1CCN(C)CC1 | 4% | 1% | -3% | 19 | 2% | -1% | 2%
CC12CC3CC(C)(C1)CC(Nc1nc(N4CCOCC4)nc4ccccc14)(C3)C2 | 17% | -1% | 2% | 0 | 8% | -15% | 9%
O=C(COC(=O)CCCNC(=O)c1ccc(Cl)cc1)Nc1ccc(Br)cc1 | 12% | 1% | 0% | 27 | -6% | -42% | -7%
CNC(=O)CSc1nccn1Cc1ccc(Cl)cc1 | 5% | -8% | -6% | -9 | 7% | -6% | ?
Cc1ccc(S(=O)(=O)CCC(=O)Nc2ccccc2Cl)cc1 | 4% | -6% | -3% | -27 | -3% | -1% | 1%
Cc1ccc(S(=O)(=O)N2CCc3cc(C(=O)Nc4c(C)cccc4C(C)C)ccc32)cc1 | . | -7% | . | -1 | 4% | . | 11%
COc1ccc(N(CC(=O)N2CCN(c3cccc(C)c3C)CC2)S(=O)(=O)c2c(C)noc2C)cc1 | -2% | 1%&-14% | -4% | -65*! | -2%&2% | 67%[activator] | 2%&1%
CCCCNc1nc2ccccc2n1CC(=O)Nc1ccc2c(c1)OCCO2 | 12% | -12% | 0% | -3 | 5% | -28% | -1%
COCOc1ccc(C=O)cc1OCOC | 6% | 7% | . | 25 | . | . | .
COC(=O)c1ccccc1-n1c(C)nc(=O)c(-c2ccccc2)c1C | -8% | -5% | -1% | -7 | 0% | -3% | ?
COc1nc(Nc2ccc(-c3nc4ccccc4o3)cc2)nc(N2CCOCC2)n1 | -2% | 5% | . | -32 | . | . | .
O=[N+]([O-])c1cc([N+](=O)[O-])c2nonc2c1Nc1ccccc1O | -9% | -1% | 7% | ? | 50µM* | -22% | -1%
O=C(CSc1n[nH]c(-c2ccc(Cl)cc2Cl)n1)Nc1ccccn1 | 0% | 7% | -2% | -40 | 5% | -19% | ?
CCOC(=O)c1ccccc1NC(=O)Cn1nnc2sc3c(c2c1=O)CCCC3 | . | -2% | . | 8 | 0% | . | 21%
CCc1nnc(NC(=O)c2ccc(S(=O)(=O)N(CCOC)CCOC)cc2)s1 | 0% | -1% | 6% | -2 | 7% | 7% | -13%
CC(=O)Nc1ccc(NC(=O)CN(c2cccc(C(C)=O)c2)S(C)(=O)=O)cc1 | -24% | -2% | 4% | 4 | -9% | 39% | 4%
COCCCNC(=O)CNC(=S)N(Cc1ccc(F)cc1)C1CCCCC1 | 12% | -10% | 1% | 33 | ? | 114%[activator] | -13%
COc1ccc2cc3cc(C(=O)NCc4ccccn4)oc3nc2c1 | 28% | -8% | 3% | 7 | -24% | 10% | 3%
Cc1ccc(NS(=O)(=O)c2cc3[nH]c(=O)c(=O)[nH]c3cc2C)cc1Cl | . | 0% | . | 2 | 0% | . | 5%
Cc1ccc(CNC(=O)CS(=O)Cc2nc(-c3ccccc3F)oc2C)cc1 (stereo not drawn) | 1% | -10% | -2% | -30 | -33% | 16% | -3%
COc1cccc(C(=O)Nc2c(C(=O)NC(C)(C)C)oc3ccccc23)c1 | . | 2% | . | -15 | 11% | . | 7%
Fc1ccccc1C1c2cccn2CCN1C(=S)Nc1ccc(Br)cc1 (stereo not drawn) | 40%[activator] | -1% | -3% | -34 | -25% | 2% | 9%
COc1cccc(/C=C(/C#N)c2nc3ccccc3[nH]2)c1OC(C)C(=O)O (stereo not drawn) | -7% | 3% | -2% | -38 | -19% | -39% | 3%
COc1ccc(C(=O)n2nc(-c3ccccc3)nc2N)cc1OC | 10% | -12% | 3% | 38 | 13% | -9% | 0%
CCc1ccc(NC(=O)[C@@H](NC(=O)[C@@H]2Cc3ccccc3CN2)C(C)CC)cc1 (stereo partly drawn) | 10% | 2% | 2% | . | -13% | 14% | 3%
O=C(C1CCN(S(=O)(=O)c2ccc(Cl)cc2)CC1)N1CCN(c2ccccn2)CC1 | -8% | 2% | . | -24 | -15% | 114%[activator] | -8%
COc1ccc(NC(=O)COc2ccc3c(c2)CCC3)cc1 | 4% | 4% | 3% | ? | 5% | -17% | -3%

Given with each value named: three of the compounds above.
canonical_smiles: CS(=O)(=O)Cc1ccc(C(=O)NC2CCN(Cc3ccccc3)C2)cc1 (stereo not drawn)
  AMA1 RON2 block: 2%
  TbPYK inhibitor: 1%
  LmPK inhibitor: 2%
  HCMV antiviral: 8
  Sm TGR inh: -1%
  AmpC inh no detg: -12%
  AmpC inh detg: -15%
canonical_smiles: CCCCn1nnnc1SCC(=O)N1CCN(C(=O)c2ccco2)CC1
  AMA1 RON2 block: -4%
  TbPYK inhibitor: -14%
  LmPK inhibitor: 5%
  HCMV antiviral: ?
  Sm TGR inh: -9%
  AmpC inh no detg: -12%
  AmpC inh detg: -10%
canonical_smiles: Fc1ccccc1C1c2cccn2CCN1C(=S)Nc1ccc(Br)cc1 (stereo not drawn)
  AMA1 RON2 block: 40%[activator]
  TbPYK inhibitor: -1%
  LmPK inhibitor: -3%
  HCMV antiviral: -34
  Sm TGR inh: -25%
  AmpC inh no detg: 2%
  AmpC inh detg: 9%

An unsorted share of the library. About 7.4% of those tested had a hit in this group.
